# Vc quorum ag – inducers of Vibrio cholerae quorum light production without autoinducers, primary screen, BH1578 luxS cqsA deficient, single point; V. cholerae BH1578 lux reporter, luminescence, 6 h; hit rate 0.16% among 350,000; activation, % at 18.7 µM; in the data active means activation mostly above about 9.7%, no sharp cut-off; inconclusive means no clear call, values can overlap the other calls; inactive means mostly below about 3.7%; further: not every result past the cut was called active; inactives centre near 0; reference of the scale not given here
# Anthrax LF inh2 – Bacillus anthracis LF protease inhibitors, primary screen, biochemical, multiplex microsphere, MLPCN library; multiplex microsphere protease cleavage assay; inhibition, % at 10 µM; hit rate 0.12% among 360,000; AID 588501, 2011; further: plate controls were buffer without enzyme for full effect and enzyme alone for no effect
# BoNT A protease – BoNT/A light chain protease inhibitors, primary screen, biochemical, flow cytometry, MLPCN library; Botulinum neurotoxin type A light chain protease (Clostridium botulinum A str. ATCC 3502); inhibition, % at 10 µM; AID 588499, 2011; multiplex microsphere protease substrate cleavage; hit rate 0.17% among 360,000; further: plate controls were buffer without enzyme for full effect and enzyme alone for no effect
# PrPC TRFRET – inhibitors of human cell surface prion protein PrPC, primary screen, cell-based, TR-FRET | hit rate 0.43% among 370,000 | inhibition, % at 13.8 µM | Major prion protein (Homo sapiens), P04156 | TR-FRET read-out; in the data active means inhibition above about 24%; further: 0% = median of the test wells and 100% = reference compound wells
# PfHsp40 yeast – rescue of yeast from PfHsp40 toxicity, primary screen, S. cerevisiae, ATP luminescence. AID 504582, 2011. growth rescue, % at 12.5 µM. S. cerevisiae expressing PfHsp40, growth rescue. hit rate 0.68% among 340,000; in the data active means growth rescue above about 28%, passing the limit was not always enough; inconclusive means no clear call, values can overlap the other calls;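 further: yeast W303a lacking pdr1 and pdr3 grown in galactose medium; growth measured after three days at 30 °C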
# TcdB GH inh – TcdB glycohydrolase inhibitors, primary screen, biochemical, single point, plate reader; TcdB glycohydrolase enzymatic assay; hit rate 0.24% among 350,000; inhibition, % at 9.99 µM; AID 652162, 2013; in the data active means inhibition above about 10%
# Target sequence (P18177 whole entry, looked up): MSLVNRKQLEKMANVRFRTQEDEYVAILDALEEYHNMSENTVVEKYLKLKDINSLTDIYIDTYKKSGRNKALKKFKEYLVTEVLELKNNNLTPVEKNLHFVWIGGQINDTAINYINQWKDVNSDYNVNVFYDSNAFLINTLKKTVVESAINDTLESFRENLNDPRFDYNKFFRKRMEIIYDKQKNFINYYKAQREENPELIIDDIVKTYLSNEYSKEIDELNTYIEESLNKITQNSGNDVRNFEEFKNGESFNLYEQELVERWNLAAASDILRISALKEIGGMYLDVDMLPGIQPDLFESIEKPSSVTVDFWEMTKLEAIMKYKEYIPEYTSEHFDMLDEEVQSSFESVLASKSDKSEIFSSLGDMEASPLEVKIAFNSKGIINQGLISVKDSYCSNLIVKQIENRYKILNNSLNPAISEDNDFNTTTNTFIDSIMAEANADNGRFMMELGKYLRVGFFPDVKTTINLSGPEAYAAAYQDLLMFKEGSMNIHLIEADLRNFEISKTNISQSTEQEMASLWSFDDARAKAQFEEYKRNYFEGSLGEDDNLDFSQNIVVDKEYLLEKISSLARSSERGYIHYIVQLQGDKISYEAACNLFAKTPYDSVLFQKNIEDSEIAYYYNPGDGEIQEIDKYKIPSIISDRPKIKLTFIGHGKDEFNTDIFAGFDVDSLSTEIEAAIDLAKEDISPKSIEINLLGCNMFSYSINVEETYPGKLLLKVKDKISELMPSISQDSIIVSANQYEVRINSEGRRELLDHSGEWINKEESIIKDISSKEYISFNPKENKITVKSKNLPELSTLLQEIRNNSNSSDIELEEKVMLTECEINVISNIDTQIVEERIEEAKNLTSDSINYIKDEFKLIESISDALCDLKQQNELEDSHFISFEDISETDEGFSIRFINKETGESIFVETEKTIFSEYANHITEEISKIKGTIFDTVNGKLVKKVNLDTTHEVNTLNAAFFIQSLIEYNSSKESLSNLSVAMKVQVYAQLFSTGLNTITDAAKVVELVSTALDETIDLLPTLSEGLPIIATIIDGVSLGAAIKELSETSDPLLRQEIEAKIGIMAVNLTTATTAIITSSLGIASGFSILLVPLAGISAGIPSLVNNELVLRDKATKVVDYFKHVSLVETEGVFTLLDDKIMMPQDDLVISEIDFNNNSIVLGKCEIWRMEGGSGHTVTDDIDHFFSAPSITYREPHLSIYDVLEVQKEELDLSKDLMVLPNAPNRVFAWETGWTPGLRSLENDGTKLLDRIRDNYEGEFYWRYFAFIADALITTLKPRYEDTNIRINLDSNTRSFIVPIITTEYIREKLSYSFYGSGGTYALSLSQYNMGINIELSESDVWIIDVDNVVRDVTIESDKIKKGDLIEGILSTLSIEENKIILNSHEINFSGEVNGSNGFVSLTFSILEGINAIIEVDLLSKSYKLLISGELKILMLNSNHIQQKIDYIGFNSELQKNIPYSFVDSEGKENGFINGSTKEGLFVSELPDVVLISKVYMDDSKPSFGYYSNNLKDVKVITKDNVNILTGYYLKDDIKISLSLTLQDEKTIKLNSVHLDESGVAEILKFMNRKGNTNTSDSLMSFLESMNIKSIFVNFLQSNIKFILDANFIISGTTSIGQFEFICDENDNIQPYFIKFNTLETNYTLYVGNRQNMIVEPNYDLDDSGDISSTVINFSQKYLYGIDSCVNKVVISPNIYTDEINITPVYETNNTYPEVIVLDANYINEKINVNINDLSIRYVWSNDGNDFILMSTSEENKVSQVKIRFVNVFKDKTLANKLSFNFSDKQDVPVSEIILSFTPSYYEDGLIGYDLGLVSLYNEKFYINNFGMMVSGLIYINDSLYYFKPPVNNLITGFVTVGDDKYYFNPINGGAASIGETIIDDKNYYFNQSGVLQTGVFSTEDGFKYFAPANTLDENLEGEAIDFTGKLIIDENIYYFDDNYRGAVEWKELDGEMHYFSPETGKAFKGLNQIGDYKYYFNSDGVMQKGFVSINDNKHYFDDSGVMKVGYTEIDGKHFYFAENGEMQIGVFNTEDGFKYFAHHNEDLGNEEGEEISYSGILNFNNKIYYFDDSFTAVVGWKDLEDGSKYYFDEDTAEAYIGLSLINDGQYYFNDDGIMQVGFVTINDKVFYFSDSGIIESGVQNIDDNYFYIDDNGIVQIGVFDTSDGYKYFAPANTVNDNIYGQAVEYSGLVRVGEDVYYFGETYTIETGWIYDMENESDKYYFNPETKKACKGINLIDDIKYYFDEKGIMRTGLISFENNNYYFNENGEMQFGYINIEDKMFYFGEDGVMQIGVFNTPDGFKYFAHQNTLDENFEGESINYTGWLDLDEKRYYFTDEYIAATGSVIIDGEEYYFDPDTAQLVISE
# 3CLpro inhibitor – SARS-CoV 3CLpro protease inhibitors, primary screen, biochemical, quenched FRET | inhibition, % at 6 µM | recombinant SARS-CoV 3CLpro, quenched FRET peptide cleavage | AID 1706, 2009 | Replicase polyprotein 1ab (Severe acute respiratory syndrome coronavirus), P0C6X7 | hit rate 0.14% among 290,000; in the data active means inhibition above about 12%
# Yp Topo-I inh – Yersinia pestis topoisomerase I inhibitors, primary screen, biochemical, cleavage product accumulation, plate reader, single point. activity, % at 10 µM. Y. pestis Topo-I cleavage product accumulation. AID 504884, 2011. hit rate 0.064% among 360,000; in the data active means activity above about 50%, passing the limit was not always enough; inconclusive means no clear call, values can overlap the other calls; further: inactives centre near 2
# PriA SSB inh – inhibitors of Klebsiella pneumoniae PriA binding to SSB C-terminal tail, primary screen, biochemical, AlphaScreen; AlphaScreen SSBct-PriA binding, biotinylated peptide; inhibition, % at 33 µM; hit rate 0.6% among 430,000; AID 1272365, 2023; in the data active means inhibition mostly above about 37%, no sharp cut-off; inactive means mostly below about 20%;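 further: plate controls were negative control peptide for no effect and reference peptide for full effect; strong numbers were not always called active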
# * marks the source's active call; other numbers are inactive results; i = inactive; ? = inconclusive; . = no result given; & = joins results of further samples. Unless noted, no stated cut-off is given here; in the data, active means inhibition above about 30%; inconclusive means no clear call, values can overlap the other calls; inactive means below that. A portion of the library; rates above refer to the full screens.
SMILES,Vc quorum ag,Anthrax LF inh2,BoNT A protease,PrPC TRFRET,PfHsp40 yeast,TcdB GH inh,3CLpro inhibitor,Yp Topo-I inh,PriA SSB inh
Cc1ccc(OCc2nnc(SCC(=O)N3CCOCC3)n2C)cc1,-0.1,0,-1.2,-4,-0.6,.,2,-12,-12
CCCCOc1ccccc1C(=O)NCCCCCC(=O)O,-14,1,-0.3,-1,0.1,.,5,-2,-10
Cc1cccc(OCC(=O)N2CCN(C(=O)COc3ccc(Cl)cc3)CC2)c1,-0.3,0,-1.9,0,0.0,-0.2,-1,12,-2
O=C(Nc1ccc(CN2CCCCC2)cc1)Nc1ccc(Br)cc1Cl,i,4,0.2,8,-1.8,.,0,0,-6
CCn1cc(C(=O)O)c(=O)c2cnc(N3CCN(C(=S)NC(=O)c4ccc(F)c(F)c4)CC3)nc21,0.3,?,?,4,-1.2,1.2,-4,2,7
Cn1cc(CCC(=O)NC2CC2)c2ccccc21,-0.5,1,1.8,3,-1.4,-10,-4,5,2
COc1ccc(S(=O)(=O)N2CCCC(C(=O)N3CCOCC3)C2)cc1OC (stereo not given),i,2,-2.9,-7,-0.8,1.2,-5,5,10
NC(=S)NN=C1c2cc(OCCN3CCOCC3)ccc2-c2ccc(OCCN3CCOCC3)cc21,0.9,-4,-2.9,-32,-2.4,0.9,-13,21,19
CCOC(=O)[C@H]1[C@H]2COc3ccccc3[C@@H]2N2C(=O)c3cc(C)ccc3NC(=O)[C@@]12C,1.7,-4,-0.3,2,-0.9,1.5,.,10,-5
Nc1nnc(SCC(=O)c2ccc([N+](=O)[O-])cc2)s1,-3.3,-6,0.1,-7,-0.2,0.5,-3,-1,8
C1=CCC(/C=N/n2cnnc2)CC1 (stereo not given),2.4,0,-0.7,8,-1.0,.,-1,2,.
Cc1ccc(-c2nnn(CC(=O)N(c3ccc4c(c3)OCCO4)C(C(=O)NCC3CCCO3)c3ccc(F)cc3)n2)o1 (stereo not given),-0.5,-4,-1.5,-2,-0.6,0.3,4,2,-10
Cc1ccccc1NC(=O)Cn1nnc(C(=O)NCc2ccco2)c1N,1.1,-2,0.1,2,-1.0,0.2,0,0,-20
NS(=O)(=O)c1ccc(CNC(=O)C2CCCCC2)cc1,i,-4,0.3,5,-1.5,.,-1,-3,13
Cc1ccc(S(=O)(=O)NC2CC(C)(C)NC(C)(C)C2)cc1C,-0.3,8,-0.4,-1,-1.3,1.3,3,-2,4
COCCN(C(=O)CNC(=O)c1ccco1)C(C(=O)NC1CCCCC1)c1cccs1 (stereo not given),-6.2,2,0.5,-5,-0.5,.,2,0,-13
COc1ccc(NC(=O)CC(Cc2ccc(Cl)cc2)C(=O)O)cc1 (stereo not given),-1.1,2,-11,4,1.4,-0.5,5,-3,0
CCN(c1ccccc1)S(=O)(=O)c1ccc(C(=O)NC2CCCCC2)cc1,i,-8,-0.3,-3,.,0.6,.,21,.
O=C(CCCN1C(=O)c2cccc3cccc(c23)C1=O)NCc1ccco1,-1.7,-2,-1.0,-19,0.1,1.3,2,-9,-10
NS(=O)(=O)c1ccc(N/N=C/c2ccc(C(=O)O)cc2)c([N+](=O)[O-])c1,-0.6,4,0.4,-47,0.3,0.3,0,-7,i
COc1ccc(Cc2c(N)nc(C)nc2N)cc1,i,0,-0.7,1,0.9,1.3,-2,3,-15
Cc1ccccc1NC(=S)N1CCCCCC1,1.7,2,1.1,1,0.5,0.6,2,10,-11
CCc1ccccc1N(C(=O)c1cccs1)C1C=CS(=O)(=O)C1 (stereo not given),-0.9,1,0.2,-6,34*,.,-4,10,-11
CCN1C(=O)c2cccc3c(S(=O)(=O)NC(Cc4ccccc4)C(=O)O)ccc1c23 (stereo not given),-0.5,-1,1.1,-5,7.8,-0.9,-2,2,-13
Cc1[nH]c2ccc(C(=O)N3CCN(c4ccc(F)cc4)CC3)cc2c1C,7.1,-2,-0.7,7,2.9,0.6,5,18,15

# Overlap with the part before: 5 entries, then new ones.
SMILES,Vc quorum ag,Anthrax LF inh2,BoNT A protease,PrPC TRFRET,PfHsp40 yeast,TcdB GH inh,3CLpro inhibitor,Yp Topo-I inh,PriA SSB inh
COc1ccc(Cc2c(N)nc(C)nc2N)cc1,i,0,-0.7,1,0.9,1.3,-2,3,-15
Cc1ccccc1NC(=S)N1CCCCCC1,1.7,2,1.1,1,0.5,0.6,2,10,-11
CCc1ccccc1N(C(=O)c1cccs1)C1C=CS(=O)(=O)C1 (stereo not given),-0.9,1,0.2,-6,34*,.,-4,10,-11
CCN1C(=O)c2cccc3c(S(=O)(=O)NC(Cc4ccccc4)C(=O)O)ccc1c23 (stereo not given),-0.5,-1,1.1,-5,7.8,-0.9,-2,2,-13
Cc1[nH]c2ccc(C(=O)N3CCN(c4ccc(F)cc4)CC3)cc2c1C,7.1,-2,-0.7,7,2.9,0.6,5,18,15
CC(=NCCCNC1CCCCC1)C1=C(O)CC(C)(C)CC1=O,i,-3,-0.2,3,0.4,.,4,0,-7
CN(CCOc1ccccc1)S(=O)(=O)c1ccc2oc3ccccc3c2c1,i,-5,-0.4,-9,2.2,.,3,27,-9
COc1ccccc1-c1csc(NC(=O)c2cc(-c3cccs3)nc3ccccc23)n1,-0.1,-1,0.1,1,0.2,2.0,0,0,-12
CC(C)Nc1nc(NC(C)C)nc(N(C#N)CCOc2ccc(Cl)cc2Cl)n1,-0.4,-5,-1.0,10,0.0,.,-1,9,-7
CCOc1ccc(CCNC(=O)Cn2nc(C)c3c(C)n(-c4ccccc4)nc3c2=O)cc1,i,-1,2.1,-3,-0.2,2.4,2,6,3
N#C/C(=C/c1ccccc1)C(=O)NCc1ccccc1,4.0,3,-0.4,1,-0.9,0.7,3,9,-2
O=C(O)CSc1ncn[nH]1,i,0,0.3,-7,-0.5,.,-2,2,-2&-2&-11
Cc1cccc(C(=O)OCC(=O)Nc2sc3c(c2C#N)CCC3)c1,-0.3,-2,0.6,-4,-0.5,.,-5,5,-11
CCOc1ccc(/C(CCC(=O)O)=N/NC(=S)NC(C)C)cc1,-0.2,-5,-0.5,2,-0.3,0.7,3,7,.
O=c1c2ccccc2nc2ccccn12,-1.0,-4,-1.2,-8,-1.3,-0.5,-3,9,10
COc1ccccc1C(=O)NC(=O)CSc1nc2nc(C)cc(C)n2n1,i,-5,-15,-1,0.3,2.2,.,-1,-17
Cc1noc(C)c1COc1cccc(C(=O)NCc2cccc(Cl)c2)c1,-0.3,-4,-1.2,1,3.8,.,3,23,-5
CN(C(=O)CN1C(=O)NC2(CCCc3ccccc32)C1=O)C1CCCCC1 (stereo not given),i,7,0.0,4,-0.3,1.0,.,-5,-2
COCCn1c(SCCOc2ccccc2)nc2ccccc2c1=O,i,2,-5.4,-1,0.1,2.0,-5,42,-36
COc1ccc(-c2cc(=O)n(CCC#N)[nH]2)cc1,3.1,-6,-1.1,6,-0.5,.,1,-10,-1
COc1ccc(NC(=O)C2CCN(S(=O)(=O)c3cccc4nonc34)CC2)c(OC)c1,-4.4,-3,-1.9,5,0.1,0.6,0,5,-4
COc1ccc(N(C)C(=O)CCS(=O)(=O)c2cccc3nsnc23)cc1,0.1,2,-4.9,-34,0.8,1.4,-1,-10,21
COCCCNCCOc1ccc(C(C)(C)c2ccccc2)cc1,-3.6,0,0.3,4,-0.3,1.7,6,4,-1
O=C(O)CN1C(=O)C(=O)N(Cc2ccccc2F)C1=O,i,-12,-1.9,3,-1.3,-1.4,-1,-10,-2
CCOc1ccc(N(CC(=O)Nc2ccccc2C(=O)NCc2ccco2)S(C)(=O)=O)cc1,-0.4,0,-0.3,-7,-0.8,.,5,24,9
CCOC(=O)c1c(NC(=O)CSc2nnc(-c3cccc(C)c3)n2CC)sc(C(C)=O)c1C,-0.5,-1,0.5,2,8.2,.,-2,3,-3
CC(C)c1ccc(NC(=O)CN2C(=O)c3ccccc3S2(=O)=O)cc1,-0.2,2,0.0,-3,-0.1,1.0,2,5,-8
CCCC(=O)NC(c1ccc(OC)cc1)c1c(O)ccc2ccccc12 (stereo not given),-6.7,12,0.8,3,-0.7,0.3,4,2,8
COc1ccc(NC(=O)N(Cc2ccc3c(c2)OCO3)C2CC(=O)N(c3ccc(OC)cc3)C2=O)cc1 (stereo not given),i,-8,-2.1,-8,5.7,.,-2,7,-14
Cc1nc(NC(=O)c2ccco2)sc1-c1csc(Nc2ccc(Cl)cc2)n1,i,0,-0.4,9,0.9,0.7,4,-16,-13
# The results go on:
SMILES,Vc quorum ag,Anthrax LF inh2,BoNT A protease,PrPC TRFRET,PfHsp40 yeast,TcdB GH inh,3CLpro inhibitor,Yp Topo-I inh,PriA SSB inh
CCOc1ccc(C(=O)NC(C(=O)NCc2ccccn2)C(C)C)cc1 (stereo not given),-0.4,-1,-0.4,-10,-0.4,.,5,-7,-5
Cc1ccc(NC(=O)c2ccco2)cc1C,-1.4,1,0.0,-9,-1.5,.,3,-3,-15
O=[N+]([O-])c1ccc(Cl)cc1P(=O)(O)c1cc(Cl)ccc1[N+](=O)[O-],2.3,-1,-0.8,-5,-0.8,1.8,.,4,-9
CCCCN(CCCC)S(=O)(=O)c1ccc(NC(=O)Cc2cccs2)cc1,-0.2,-2,1.1,4,0.2,2.1,8,38,-16
CCN(CC(=O)Nc1ccc2c(c1)OCCO2)C(=O)/C=C/c1cc(Br)ccc1OC,-1.1,-2,0.4,4,.,0.3,.,21,.
Cc1ccccc1NC(=O)CSc1nnc(-c2ccoc2C)n1CCc1ccccc1,i,-2,1.0,17,0.7,.,7,8,10
Cc1cccc(NCC(=O)N/N=C\c2cccn2C)c1,0.8,3,?,4,-1.8,-0.9,4,-2,.
O=C(NNc1c2ccccc2nc2ccccc12)C(O)c1ccccc1 (stereo not given),-0.3,3,0.3,-16,1.1,0.9,-3,-11,5
Cc1c(CCO)c(=O)n(C)n1C(=O)c1ccc(Cl)cc1,-0.1,-9,-0.8,-1,0.2,.,1,2,-5
COc1ccccc1Cn1c(=S)[nH]c2cc(C(=O)NCCCN3CCOCC3)ccc2c1=O,-1.1,-1,0.1,0,0.6,2.6,-1,-15,0
CCCCSc1nc(C)cc(C)c1S(=O)(=O)c1ccccc1C,-0.5,-3,0.5,5,-2.3,.,-2,9,-8
O=C(Nc1nc(-c2ccncc2)cs1)c1ccc(F)cc1,-0.9,-4,-1.0,-1,-1.9,-0.1,1,-6,-6
O=C(NCc1ccco1)c1ccc(Cl)s1,-1.2,1,-0.3,3,0.2,0.2,0,8,-8
CCOc1nc2cnccc2n(CC(=O)Nc2ccccc2C(=O)OC)c1=O,i,-1,-0.8,-8,1.4,0.3,-4,-1,-4
O=C(NCc1nnnn1-c1ccc(F)c(F)c1)c1cc2ccccc2o1,-0.7,-1,-0.9,-4,1.9,1.0,.,4,-5
COc1ccc(NC(=S)Nc2ccccn2)cc1,-0.4,3,0.3,4,1.0,1.0,-6,2,-2
O=C(NCc1ccccn1)[C@@H]1CCCN1C(=O)[C@@H]1CCCN1C(=O)c1ccc(Cl)cc1,.,-9,-0.5,-7,.,0.6,.,.,.
CCCC(c1nnnn1CS(=O)(=O)c1ccc(C)cc1)N1CCC(C(N)=O)CC1 (stereo not given),-0.3,2,-5.5,1,-1.0,-1.0,1,-9,-1
CCOC(=O)CNC(=O)c1cn(C)c(=O)c2cc(OC)c(OC)cc12,i,-1,0.0,3,-1.1,.,-6,0,-12
COc1ccc(-c2nn(-c3ccccc3)cc2CNC(C)Cn2cncn2)c(F)c1 (stereo not given),-2.3,-2,0.6,-1,0.8,0.6,-2,4,-4
COC(=O)c1ccc(NC(=O)CSCc2ccc(C)cc2)cc1,-0.3,-4,1.0,9,0.6,.,0,8,-6
